NPY Y1 blocker: NPY-Y1 receptor antagonists, primary screen, cell-based. inhibition, % at 3.6 µM. 1% of 200,000 active. Neuropeptide Y receptor type 1 (Homo sapiens), P25929. HEK293-CNG Y1 cells, membrane potential fluorescence; NPY at EC95, then isoproterenol;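 active = inhibition above the campaign mean inhibition of all tested compounds plus 3 SD, cut at about 20% in these data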;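 also: 0% = DMSO wells given NPY plus isoproterenol and 100% = isoproterenol alone without NPY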
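Test system: HEK293 cells co-expressing NPY Y1 receptor and cyclic-nucleotide gated channel; Also added: NPY (25 nM), isoproterenol (1 µM), Ro 20-1724 (25 µM); Compound dosing: one concentration, 3.6 µM, in 0.4% DMSO; Timing: dye 3 h, compound 60 min room temperature, stimulation 45 min; Technique: Membrane-potential fluorescent dye readout.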
RBBP9 inh: human RBBP9 inhibitors, primary screen, biochemical, fluorescence polarization, FP-Rh probe, HTS. 0.2% of 220,000 active. recombinant RBBP9. inhibition, % at 7.94 µM. Serine hydrolase RBBP9 (Homo sapiens), O75884;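 active = inhibition above the campaign mean of all tested compounds plus 3 SD, cut at about 14% in these data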;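 also: plate controls were DMSO wells with RBBP9 for no effect and wells lacking RBBP9 protein for full effect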
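Test system: recombinant human RBBP9. Quantity: 2.5 µM RBBP9 dispensing solution, before mixing. Detection: FP readout at 525/598 nm. Reagent: Serine-hydrolase probe FP-Rh, 375 nM pre-mixing. Measure: % inhibition. Control set: DMSO-treated enzyme wells and wells lacking RBBP9. Buffer or medium: Tris-NaCl-Pluronic buffer, pH 8.0. Times: preincubation 30 min plus labeling 45 min at 25 °C.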
S1P4 antagonist: S1P4 receptor antagonists, primary screen, cell-based. S1P4-expressing cells, antagonist mode, reporter read-out. inhibition, % at 4.98 µM. 0.26% of 220,000 active; in the data active = inhibition above about 29%;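 also: 0% = wells stimulated with agonist and 100% = vehicle wells without agonist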
Target sequence (O95977 whole entry, looked up): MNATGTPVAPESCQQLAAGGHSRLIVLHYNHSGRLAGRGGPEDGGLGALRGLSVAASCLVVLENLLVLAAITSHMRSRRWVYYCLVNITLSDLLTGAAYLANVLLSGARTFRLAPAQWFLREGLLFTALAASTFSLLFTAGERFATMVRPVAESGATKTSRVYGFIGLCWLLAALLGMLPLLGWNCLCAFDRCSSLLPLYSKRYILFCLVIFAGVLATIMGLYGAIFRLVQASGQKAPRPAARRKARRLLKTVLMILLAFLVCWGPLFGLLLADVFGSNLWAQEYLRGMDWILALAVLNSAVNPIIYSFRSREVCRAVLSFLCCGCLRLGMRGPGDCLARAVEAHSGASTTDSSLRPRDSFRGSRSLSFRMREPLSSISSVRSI
Runt-CBFb FRET: inhibitors of RUNX1 Runt–CBFb binding, primary screen, biochemical, FRET, Cerulean-Runt, Venus-CBFb, uHTS; Cerulean-Runt/Venus-CBFb FRET ratio 530/480, 1 h; inhibition, % at 20 µM; AID 1496, 2009; Runt-related transcription factor 1 (Homo sapiens) + Core-binding factor subunit beta …; 0.46% of 220,000 active;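 active = inhibition over about 50% at 20 µM in the single-dose screen, limit read from the data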;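 also: 0% = DMSO wells and 100% = excess unlabeled CBFb competitor control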
Target sequence (Q01196 whole entry, looked up): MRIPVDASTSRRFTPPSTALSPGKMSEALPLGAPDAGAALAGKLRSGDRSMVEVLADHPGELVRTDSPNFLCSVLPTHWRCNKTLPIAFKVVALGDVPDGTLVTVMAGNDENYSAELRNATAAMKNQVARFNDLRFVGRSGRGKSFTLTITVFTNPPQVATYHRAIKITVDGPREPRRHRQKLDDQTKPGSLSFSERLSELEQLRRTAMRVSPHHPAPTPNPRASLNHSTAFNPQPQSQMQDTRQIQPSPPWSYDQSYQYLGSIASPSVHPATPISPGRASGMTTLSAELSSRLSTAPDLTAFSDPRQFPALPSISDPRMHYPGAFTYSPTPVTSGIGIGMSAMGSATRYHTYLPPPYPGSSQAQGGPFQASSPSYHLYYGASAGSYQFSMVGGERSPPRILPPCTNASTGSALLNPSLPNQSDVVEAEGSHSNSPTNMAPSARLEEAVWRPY
Target sequence (Q13951 whole entry, looked up): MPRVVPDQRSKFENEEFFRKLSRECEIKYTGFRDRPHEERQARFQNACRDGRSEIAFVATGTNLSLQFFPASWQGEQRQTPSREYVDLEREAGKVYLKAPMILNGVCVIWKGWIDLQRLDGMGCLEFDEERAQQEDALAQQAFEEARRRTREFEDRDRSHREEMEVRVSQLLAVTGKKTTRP
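test system = Cerulean-tagged RUNX1 Runt domain (FRET donor) fusion protein | reagent = Venus-CBFb binding partner, 100 nM | incubation = protein complex preformed 1 h, compound exposure 1 h, room temperature, dark | detection = FRET fluorescence | read-out basis = loss of energy transfer signal | controls = 5 µM unlabeled CBFb as full-inhibition high control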
NPY2 pot ag: NPY-Y2 potentiators or agonists, primary screen, cell-based. Neuropeptide Y receptor type 2 (Homo sapiens), P49146. cells expressing NPY-Y2, potentiator/agonist read-out. activation, % at 3.6 µM. 0.45% of 220,000 active; in the data active = activation above about 27%;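 also: cells stimulated with NPY near EC25 plus isoproterenol at EC100; 0% = vehicle plus submaximal agonist and 100% = vehicle plus saturating agonist; some results beyond the cut were filed as inactive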
NPY1 pot ag: NPY-Y1 receptor potentiators or agonists, primary screen, cell-based; activation, % at 3.6 µM; AID 1304, 2008; Neuropeptide Y receptor type 1 (Homo sapiens), P25929; 0.37% of 220,000 active; NPY-Y1 expressing cells, potentiator/agonist activation; in the data active = activation above about 33%, passing the limit was not always enough;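 also: cells stimulated with NPY at EC10 then isoproterenol at EC100; 0% = low agonist plus stimulus and 100% = saturating agonist plus stimulus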
BaF3 tox: parental Ba/F3 cell viability inhibition, counter-screen for JAK2V617F inhibitor project, murine pro-B, CellTiter-Glo luminescence; 1.1% of 220,000 active; AID 1486, 2009; inhibition, % at 5.6 µM; CellTiter-Glo ATP luminescence;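 active = inhibition above a per-campaign cutoff, the mean inhibition of all tested compounds plus 3 SD, cut at about 27% in these data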;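 also: 0% = DMSO wells and 100% = JAK Inhibitor I control wells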
Ba/F3 V617F tox: reduced viability of JAK2V617F-dependent Ba/F3 cells, primary screen, JAK2V617F inhibitor project, cell-based, Ba/F3 EpoR-JAK2V617F, luminescence | ATP luminescence | inhibition, % at 5.6 µM | 1.1% of 220,000 active | AID 1446, 2008;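 active = inhibition above the campaign mean plus 3 SD over all tested compounds, cut at about 24% in these data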;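 also: cytokine-independent growth of Ba/F3 cells driven by EpoR plus mutant JAK2; 0% = DMSO-treated cells and 100% = JAK inhibitor I control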
S1P4 agonist: S1P4 receptor agonists, primary screen, cell-based | Sphingosine 1-phosphate receptor 4 (Homo sapiens), O95977 | S1P4-expressing cell line, agonist reporter assay | activation, % at 4.98 µM | 0.35% of 220,000 active; in the data active = activation above about 11%;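 also: 0% = DMSO vehicle and 100% = reference agonist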
* = called active by the depositor; · = not tested or not shown. An excerpt; count on the stated rates, not on these rows.

SMILES	NPY Y1 blocker	RBBP9 inh	S1P4 antagonist	Runt-CBFb FRET	NPY2 pot ag	NPY1 pot ag	BaF3 tox	Ba/F3 V617F tox	S1P4 agonist
O=C(CN1CCCCC1)c1ccc2c(c1)OCO2	·	2	19	0	7	3	-3	-2	0.0
Oc1ccc(Cl)cc1CN1CCN(Cc2ccccc2)CC1	-4	6	1	2	-4	-2	7	1	-2.9
CC(=O)c1cc(C#N)c(N2CCN(C)CC2)nc1C	3	7	-7	-1	2	10	-2	-4	-0.9
CC(C)(C)c1ccc(OC(=O)N2CCCCC2)cc1	-9	5	-10	2	4	13	8	-3	-0.3
C=CCn1c(O)c(C(CC)=NCCCO)c(=O)[nH]c1=O	-2	-3	9	0	-14	4	10	2	-0.4
CCC(C)(C)n1nnnc1C(c1cccs1)N1CC=C(c2ccc(F)cc2)CC1 (stereo unspecified)	17	-3	6	0	8	-9	-1	-2	-0.7
O=C1C(=O)c2cccc3cccc1c23	1	0	-5	-1	16	-15	1	0	1.5
Cc1cc(OCC(=O)OC(C)C)c2c3c(c(=O)oc2c1)CCCC3	3	-9	-10	-8	5	-1	4	-1	0.3
CN1C(=O)NC(=O)/C(=C/c2ccc([N+](=O)[O-])s2)C1=O	·	-7	4	26	13	11	0	2	-2.0
CCn1ccnc1CN1CCCC(C(=O)c2cccc(C(F)(F)F)c2)C1 (stereo unspecified)	2	-5	-7	-2	-13	-18	3	3	0.9
NCCCCCC(=O)OC1N=C(c2ccccc2Cl)c2cc(Br)ccc2NC1=O (stereo unspecified)	7	0	3	·	9	10	0	-2	-2.1
COc1cc(C2SCC(=O)Nc3c2c(C)nn3-c2ccccc2)cc(OC)c1OC (stereo unspecified)	4	-4	6	1	-2	-18	4	5	-1.0
NP(=O)(OCC(F)(F)F)Oc1ccccc1 (stereo unspecified)	-2	-7	-9	·	-9	5	1	-1	0.1
O=C(NC(=C(Cl)Cl)P(=O)(c1ccccc1)c1ccccc1)c1ccccc1	10	-5	-19	0	-3	-2	5	1	-0.1
O=C(N/N=C\C1C(=O)NC(=S)N(c2ccccc2)C1=O)c1ccc(O)cc1 (stereo unspecified)	-1	-14	-26	8	7	26	-1	-2	1.5
CN1CCC(N(C)c2nc(-c3ccccc3)nc3ccccc23)CC1	5	-3	4	2	16	-26	9	-1	-0.8
Cc1cccc(N2CCN(CCc3ccccc3)CC2)c1C	23*	2	-34	·	-22	-14	-2	-6	1.4
CCOC(=O)c1c(/N=C/C2C(=O)NC(=S)NC2=O)sc2c1CCC2	-1	-9	-3	11	16	1	2	-4	-0.3
CN1C(=O)C(=Cc2cccnc2)C(=O)N(C)C1=O	·	5	2	2	8	11	4	-2	0.6
COc1ccc(-n2c(O)c(/C(C)=N/Nc3ccccc3)c(=O)[nH]c2=O)cc1	·	-5	-2	-1	22	23	-1	-3	-0.8

Arranged by length of the SMILES (smallest number first): some entries from above.
SMILES	NPY Y1 blocker	RBBP9 inh	S1P4 antagonist	Runt-CBFb FRET	NPY2 pot ag	NPY1 pot ag	BaF3 tox	Ba/F3 V617F tox	S1P4 agonist
CN1C(=O)C(=Cc2cccnc2)C(=O)N(C)C1=O	·	5	2	2	8	11	4	-2	0.6
CCOC(=O)c1c(/N=C/C2C(=O)NC(=S)NC2=O)sc2c1CCC2	-1	-9	-3	11	16	1	2	-4	-0.3
O=C(NC(=C(Cl)Cl)P(=O)(c1ccccc1)c1ccccc1)c1ccccc1	10	-5	-19	0	-3	-2	5	1	-0.1

Next results follow:
SMILES	NPY Y1 blocker	RBBP9 inh	S1P4 antagonist	Runt-CBFb FRET	NPY2 pot ag	NPY1 pot ag	BaF3 tox	Ba/F3 V617F tox	S1P4 agonist
C=CCn1c(O)c(/C=C2\C=Nc3ccccc32)c(=O)[nH]c1=O	·	-2	-8	-4	6	24	-2	-3	-0.5
O=C(C(=O)N1CCOCC1)c1cn(Cc2ccc(F)cc2)c2ccccc12	·	-6	-17	1	-13	-8	-3	0	-1.8
O=C(CCn1c(=O)oc2ccccc21)N1CCC2(CC1)OCCO2	1	-5	-35	-3	3	1	7	-1	0.2
CCN1CCN(S(=O)(=O)c2ccc(Cl)nc2)CC1	4	-5	-16	0	1	-4	5	4	-1.2
O=S(=O)(c1ccc(Cl)cc1Cl)N1CCCC1c1cccnc1 (stereo unspecified)	·	9	0	1	7	-1	-2	4	-0.1
Cc1ccccc1CN1CCN(C(=O)Cc2ccccc2)CC1	-1	-1	-4	-1	-3	-3	-1	-3	-0.7
COc1cccc(N2C(=O)NC(=O)/C(=C/c3ccc4c(c3)Cc3ccccc3-4)C2=O)c1	8	-14	2	·	-28	-12	4	-3	0.5
CCOC(=O)c1c(/N=C/C2C(=O)NC(=S)NC2=O)sc(C)c1C	-2	-1	3	23	-7	-1	4	-1	0.5
CCN1C(=O)CC(c2cccnc2)=Nc2ccccc21	1	-10	-8	1	-7	-5	2	-3	0.6
Cn1c(O)c(C=NCCN2CCNCC2)c(=O)n(C)c1=O	-1	-7	-14	-3	2	-18	5	-2	-2.1
Cn1c2ccccc2c2c(C(=O)N3CCC4(CC3)OCCO4)cn(C3CCCCC3)c(=O)c21	3	-11	-10	4	-10	-3	10	3	0.6
COP(=O)(OC)C(Nc1ccccn1)c1ccccc1 (stereo unspecified)	2	-5	-24	-2	3	-8	6	1	0.2
CCn1ccnc1CN1CCCC(C(=O)c2ccc(SC)cc2)C1 (stereo unspecified)	-3	1	-7	-2	13	5	6	-3	-0.7
NS(=O)(=O)c1ccc(N2CCNCC2)cc1	0	-11	-29	-2	9	11	5	-1	0.1
Cc1csc(=N)n1Cc1ccccc1	7	-7	-10	1	10	-43	9	-1	0.0
CC(C)N1CCC2(CC1)NC(CO)(CO)CO2	-9	-2	-10	-1	6	14	2	2	-1.4
C[N+]1(C)C2CCC1CC(OC(=O)c1ccccc1)C2 (stereo unspecified)	·	-6	-4	-11	-8	2	1	-4	1.1
O=c1c2ccccc2nc(CNCc2ccco2)n1-c1ccc(F)cc1	2	-9	1	-2	-1	-9	4	0	-0.3
C=C(c1ccccc1)P(=O)(O)O	1	-12	1	-1	-10	-18	5	3	1.5
CC(=NCCCn1ccnc1)c1c(O)n(C)c(=O)n(C)c1=O	4	-6	-7	2	6	16	1	-3	-0.8
C=CCNC(=O)c1c(N)n(Cc2ccco2)c2nc3ccccc3nc12	1	-6	-19	76*	-4	4	-6	2	2.1
Cc1nn(-c2ccccc2)c(Cl)c1C1C(C#N)=C(N)Oc2c1c(=O)oc1ccccc21 (stereo unspecified)	1	-10	-28	-1	-18	1	1	2	-0.2
N#CC(C#N)=Cc1ccc(-c2ccccc2F)o1	3	4	-25	-5	25	3	2	-7	0.0
CN(C(=O)Oc1ccc(C(C)(C)C)cc1)c1ccccc1	11	-6	5	-1	-7	5	13	1	-1.0
O=C(CNC(=O)c1ccc(Cl)cc1)Nc1ccc(Br)cc1C(=O)c1ccccc1	16	-2	8	-1	-6	-33	3	-1	0.2
Cc1c(N=Cc2c(O)n(C)c(=O)[nH]c2=O)c(=O)n(-c2ccccc2)n1C	·	-11	-1	-1	-2	-3	0	-2	2.4
CC(C)C(=O)c1cn(Cc2ccccc2C#N)c2ccccc12	7	-6	-13	-2	-8	-21	-3	-5	1.6
CCOP(=O)(OCC)c1ccc(O)cc1	0	0	-4	-2	-3	-9	8	-1	-0.1
CC(=O)Nc1ccccc1OC(=O)N(C)C	1	-5	-18	0	-13	2	3	0	-0.8
CC(=O)c1ccc(OC(=O)N(C)c2ccccc2)cc1	1	2	-2	0	0	7	7	0	2.7
OC(c1ccccc1)(c1ccc(Cl)cc1)C1CN2CCC1CC2 (stereo unspecified)	·	-6	24	1	8	-16	5	-5	-1.8
CCCC1(CCC)C(=O)NC(=NCc2ccccc2)NC1=O	-1	-6	4	-1	18	2	8	2	0.0
CCCCC(CC)COCCCN=Cc1c(O)[nH]c(=S)[nH]c1=O (stereo unspecified)	·	-6	12	0	5	-4	2	5	-1.6
Cn1c(=O)cc(OCCCC(=O)N2CCC3(CC2)OCCO3)c2ccccc21	-2	-1	0	1	-17	2	-3	-2	0.8
O=c1c2ccccc2nc(-c2ccc([N+](=O)[O-])cc2)n1-c1ccccc1	4	-9	-21	0	1	-11	7	2	2.8
CN(C)CC#CCC(O)(c1ccccc1)C1CCCC1 (stereo unspecified)	1	-17	0	0	-7	-12	1	3	-2.1

Exported field by field: entries from further up
> Cc1cccc(N2CCN(CCc3ccccc3)CC2)c1C
  NPY Y1 blocker = 23*
  RBBP9 inh = 2
  S1P4 antagonist = -34
  Runt-CBFb FRET = ·
  NPY2 pot ag = -22
  NPY1 pot ag = -14
  BaF3 tox = -2
  Ba/F3 V617F tox = -6
  S1P4 agonist = 1.4

> CCOC(=O)c1c(/N=C/C2C(=O)NC(=S)NC2=O)sc2c1CCC2
  NPY Y1 blocker = -1
  RBBP9 inh = -9
  S1P4 antagonist = -3
  Runt-CBFb FRET = 11
  NPY2 pot ag = 16
  NPY1 pot ag = 1
  BaF3 tox = 2
  Ba/F3 V617F tox = -4
  S1P4 agonist = -0.3

> CN1C(=O)C(=Cc2cccnc2)C(=O)N(C)C1=O
  NPY Y1 blocker = ·
  RBBP9 inh = 5
  S1P4 antagonist = 2
  Runt-CBFb FRET = 2
  NPY2 pot ag = 8
  NPY1 pot ag = 11
  BaF3 tox = 4
  Ba/F3 V617F tox = -2
  S1P4 agonist = 0.6

Screening data as filed in PubChem BioAssay.
